Bioassay records deposited in PubChem BioAssay by NMMLSC.
Bim-Bcl-2 = inhibitors of Bim-Bcl-2 binding, primary screen, biochemical, multiplexed, human Bcl-2 family; Apoptosis regulator Bcl-2 (Homo sapiens), P10415; Bead-based flow cytometry, Bim peptide-Bcl-2 binding; inhibition, % at 10 µM; 190,000 compounds, 0.06% hits; AID 950, 2007; in the data active means inhibition above about 40%; inconclusive means no clear call, values can overlap the other calls;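 further: 0% = no compound wells with probe peptide and 100% = reference peptide inhibitor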
Target sequence (P10415 whole entry, looked up): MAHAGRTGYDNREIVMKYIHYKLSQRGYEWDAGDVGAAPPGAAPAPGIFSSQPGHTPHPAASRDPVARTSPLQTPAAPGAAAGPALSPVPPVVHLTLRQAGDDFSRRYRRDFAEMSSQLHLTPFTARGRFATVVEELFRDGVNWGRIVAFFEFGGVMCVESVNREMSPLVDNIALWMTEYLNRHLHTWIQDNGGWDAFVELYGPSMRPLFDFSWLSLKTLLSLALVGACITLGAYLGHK
Bcl-B Bim block = inhibitors of Bim-Bcl-B binding, primary screen, biochemical, multiplexed, human Bcl-2 family; bead-based flow cytometry, Bim peptide-Bcl-B binding; inhibition, % at 10 µM; 190,000 compounds, 0.073% hits; AID 951, 2007;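 further: 0% = tracer peptide without compound and 100% = reference inhibitor peptide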
GSH bead fluor = compound fluorescence on glutathione beads, profiling panel, artefact control, biophysical, 488/530 nm, flow cytometry; fluorescence (KMESF) at 10 µM; AID 1776, 2009; GSH beads flow cytometry, compound fluorescence 488/530 nm; active compounds read high; 190,000 compounds, 0.25% hits; in the data active means fluorescence above about 89;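 further: glutathione beads carrying GST-tagged Bcl family fusion proteins plus one bare bead set; values are compound well signal with DMSO vehicle wells as background; inactives centre near 16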
Bcl-W Bim block = inhibitors of Bim binding to Bcl-W, primary screen, biochemical, multiplexed, bead-based flow cytometry; Bim peptide-Bcl-W binding; 190,000 compounds, 0.02% hits; inhibition, % at 10 µM; Bcl-2-like protein 2 (Homo sapiens), Q92843;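 further: 0% = bound tracer without compound and 100% = peptide blocker; higher means less fluorescent Bim peptide bound to Bcl-W beads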
Target sequence (Q92843 whole entry, looked up): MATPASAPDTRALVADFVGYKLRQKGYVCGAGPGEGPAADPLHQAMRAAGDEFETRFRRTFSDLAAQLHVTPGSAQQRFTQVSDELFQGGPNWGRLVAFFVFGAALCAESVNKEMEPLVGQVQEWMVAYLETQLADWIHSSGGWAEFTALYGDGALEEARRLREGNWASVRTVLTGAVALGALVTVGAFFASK
ABCG2 inh = ABCG2 efflux pump inhibitors, primary screen, multiplex with ABCB1, IgMXP3 cells, flow cytometry. 190,000 compounds, 0.1% hits. JC-1 efflux. inhibition, % at 6.6 µM;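 active means inhibition above 80%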;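 further: 0% = DMSO and 100% = nicardipine control wells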
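System: two drug-resistant human cell lines, ABCG2 and ABCB1; controls: nicardipine high and DMSO low controls; times: 10 min exposure at 25 °C with rotation, no wash; detection: flow cytometry of retained JC-1 fluorescence; read-out basis: percent efflux inhibition, scaled nicardipine 100% to DMSO 0%; doses: one concentration, 6.6 µM final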
RGS4-Gao reg = modulators of RGS4 binding to Galphao, primary screen, biochemical, multiplexed bead flow cytometry. Guanine nucleotide-binding protein G(o) subunit alpha (Homo sapiens), P09471. actives lie on both sides. binding response (% of control), % at 10 µM. 220,000 compounds, 0.33% hits. AID 1415, 2008; in the data active means binding response below about 49% or above about 150%; inactive means in between;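 further: fluorescent Galphao activated with aluminum fluoride binding bead-coupled RGS4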
Target sequence (P09471 whole entry, looked up): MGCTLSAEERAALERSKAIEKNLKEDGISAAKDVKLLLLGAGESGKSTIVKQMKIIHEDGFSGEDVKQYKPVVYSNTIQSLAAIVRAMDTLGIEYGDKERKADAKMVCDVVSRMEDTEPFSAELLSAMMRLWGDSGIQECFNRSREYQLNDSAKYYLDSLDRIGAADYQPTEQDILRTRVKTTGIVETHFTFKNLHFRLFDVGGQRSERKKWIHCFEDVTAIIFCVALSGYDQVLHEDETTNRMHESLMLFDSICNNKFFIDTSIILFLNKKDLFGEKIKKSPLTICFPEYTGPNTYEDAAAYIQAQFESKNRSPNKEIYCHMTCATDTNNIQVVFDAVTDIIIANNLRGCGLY
ABCB1 inh = ABCB1 efflux pump inhibitors, primary screen, cell-based, multiplex, flow cytometry, ABCG2 counter-screen; ATP-dependent translocase ABCB1 (Homo sapiens), P08183; CCRF-Adr cells, JC-1 efflux; inhibition, % at 6.6 µM; 190,000 compounds, 0.067% hits; in the data active means inhibition above about 40%;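 further: 0% = vehicle and 100% = reference inhibitor; higher value means more JC-1 retained so stronger ABCB1 efflux block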
Avidin fluor = green autofluorescence of compounds with avidin beads – biophysical, 488/530 nm, flow cytometry, artefact control, profiling panel; fluorescence (KMESF) at 10 µM; 220,000 compounds, 0.38% hits; compound fluorescence 488/530 nm; active compounds read high; in the data active means fluorescence above about 47; further: inactives centre near 10
Bcl-XL Bim block = inhibitors of Bim-Bcl-XL binding, primary screen, biochemical, multiplexed, bead flow cytometry, human Bcl-XL; 190,000 compounds, 0.04% hits; Bim peptide-Bcl-XL binding, fluorescence; Bcl-2-like protein 1 (Homo sapiens), Q07817; inhibition, % at 10 µM
RGS7-Gao = RGS7-Galphao binding modulators, primary screen, biochemical, multiplexed bead flow cytometry; Guanine nucleotide-binding protein G(o) subunit alpha (Homo sapiens), P09471; actives lie on both sides; binding response (% of control), % at 10 µM; 220,000 compounds, 0.35% hits; in the data active means binding response below about 49% or above about 150%; inconclusive means no clear call, values can overlap the other calls; inactive means in between;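 further: fluorescent Galphao held in activated GDP-AlF4 state binding bead-coupled RGS7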
Bim-Bfl-1 = inhibitors of Bim binding to Bfl-1, primary screen, biochemical, multiplexed, bead-based flow cytometry; 190,000 compounds, 0.12% hits; inhibition, % at 10 µM; Bcl-2-related protein A1 (Homo sapiens), Q16548; Bim-Bfl-1 binding inhibition;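 further: 0% = wells without compound plus tracer and 100% = blocker peptide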
Active calls of the source: *; ? = inconclusive; nt = no result given. Unless noted, no stated cut-off is given here; in the data, active means inhibition above about 40%.

Screens in order: Bim-Bcl-2	Bcl-B Bim block	GSH bead fluor	Bcl-W Bim block	ABCG2 inh	RGS4-Gao reg	ABCB1 inh	Avidin fluor	Bcl-XL Bim block	RGS7-Gao	Bim-Bfl-1
Cc1nc(SCC(=O)NC(C)(C#N)C2CC2)c2c(-c3cccs3)csc2n1 (stereo unspecified)
  -4	-5	10	-3	4	100	2.5	5	-3	102	0
COc1ccccc1NC(=O)N(Cc1ccco1)Cc1cc2cc(C)cc(C)c2[nH]c1=O
  -5	-9	25	-1	12	103	5.3	16	-4	98	-10
Cc1ccc(-c2nc(NC(=O)CSc3nnc(C)s3)ns2)cc1
  -8	-6	17	0	6	101	0.3	7	-4	100	-12
CC(C(=O)N1CCN(C2c3ccccc3-c3ccccc32)CC1)N1C(=O)c2ccccc2C1=O (stereo unspecified)
  -1	-14	19	-3	3	99	4.0	13	-13	101	-8
CCSc1nnc(NC(=O)c2cccc(S(=O)(=O)N(C)c3ccccc3)c2)s1
  3	-1	7	0	-4	98	-0.3	2	-2	99	2
Cc1cccc(NC(=O)CSc2ccc(-c3ccccn3)nn2)c1C
  -2	0	13	0	3	100	0.2	7	-2	?	-3
CCC(C)NC(=O)Cn1c(=O)n(CCCCCC(=O)Nc2ccccc2)c(=O)c2sccc21 (stereo unspecified)
  -7	-6	11	-3	28	99	0.4	14	-7	98	-14
Cc1nn(Cc2ccc(Cl)cc2)c(=O)n1N(C)c1ncc(C(F)(F)F)cc1Cl
  -8	-6	11	0	3	101	1.1	9	-5	103	-7
O=C(Cn1nnc(-c2ccccc2F)n1)NCCc1ccccc1
  -8	-3	12	0	5	103	0.6	9	-2	106	-8
C/C(CCC(=O)O)=N/Nc1ccc([N+](=O)[O-])cc1[N+](=O)[O-]
  -2	-8	7	-5	0	96	-0.1	0	-7	97	-3
CCSc1ccccc1C(=O)N1CCN(c2ccc([N+](=O)[O-])cc2)CC1
  -1	-2	16	-2	3	87	1.0	9	0	92	17
COC1CCN(C(=O)c2ccc(OC3CCN(Cc4ccccn4)CC3)cc2)CC1
  -3	-3	12	2	3	98	2.1	8	-1	97	-3
C=CCn1c(-c2ccc(S(=O)(=O)N3CCOCC3)cc2)csc1=Nc1ccccc1
  -2	0	9	0	3	102	1.0	17	-1	102	1
O=S(=O)(Nc1ccccn1)c1ccc(Oc2ccccc2)cc1
  0	-1	15	0	-1	99	0.1	8	-3	101	-1
Cc1cc2nc(N)sc2cc1[N+](=O)[O-]
  3	-4	20	0	2	103	0.3	4	0	101	0
CCOC(=O)C1=C(C)N(C)C(=S)NC1c1c(OCC)ccc2ccccc12 (stereo unspecified)
  0	-3	13	0	-2	101	0.6	33	0	103	-4
O=C(CNS(=O)(=O)c1ccc(Br)cc1)N1CCOCC1
  -3	-3	16	-4	1	100	0.5	9	-4	99	-3
COc1cc(/C=C/C(=O)OC(C)C(=O)Nc2c(C)n(C)n(-c3ccccc3)c2=O)ccc1OCC#N (stereo unspecified)
  0	-5	15	0	5	101	1.0	21	-4	?	-6
COc1ccc(N2CCN(C(=O)CSc3ccc([N+](=O)[O-])cc3)CC2)cc1
  -2	-3	9	0	2	96	0.5	14	-1	95	4
O=C(CN1CCN(c2ncc(C(F)(F)F)cc2Cl)CC1)NC(=O)NCc1ccccc1
  4	-1	11	0	1	102	0.1	21	2	103	0
O=C(COC(=O)CCCN1C(=O)c2cccc3cccc(c23)C1=O)Nc1ccc(Cl)cc1
  -10	-9	12	-5	3	103	1.2	11	-9	100	-10
CC(=O)Nc1cc(C)nn1-c1nc2ccccc2s1
  -1	-3	8	-4	5	101	0.1	32	0	103	-4
O=C(NCCc1csc(-c2cccnc2)n1)c1ccco1
  ?	nt	16	nt	1	113	0.2	3	nt	109	nt
COc1cnc(SC(C)C)[nH]c1=O
  -8	-6	17	-1	-2	95	-0.6	6	-4	90	-4
COc1ccc(C2CC(C(F)(F)F)n3nc(C(=O)NCc4cn(C)nc4C)c(Cl)c3N2)cc1 (stereo unspecified)
  -2	-2	6	4	2	102	0.3	8	-1	99	-7
Cn1nc(-c2ccccc2)c(C#N)c1Sc1cccc(Cl)c1
  -16	-13	33	-2	6	110	0.8	16	-4	113	-15
Cc1csc(Sc2ccc(C(=O)OCC(=O)Nc3ccc(OC(F)(F)F)cc3)cc2[N+](=O)[O-])n1
  -7	-4	16	-9	8	99	0.2	3	-12	101	-2
Cn1ccnc1SCCNC(=O)CCc1nnc(CCc2ccccc2)o1
  0	-2	18	0	0	104	0.0	12	-1	104	-4
CCc1nc2c(oc3ccccc32)c(=O)[nH]1
  -2	-1	12	0	2	99	0.0	36	0	100	-1
CCOC(=O)c1cc2c(=O)n3ccccc3nc2n(C(C)C)c1=NC(=O)c1ccco1
  -4	-5	16	-5	6	101	1.1	9	-4	?	-5

2 compounds from above, reduced to ABCB1 inh and Bcl-XL Bim block:
Structure,ABCB1 inh,Bcl-XL Bim block
CC(=O)Nc1cc(C)nn1-c1nc2ccccc2s1,0.1,0
Cc1cccc(NC(=O)CSc2ccc(-c3ccccn3)nn2)c1C,0.2,-2

Going on with the list:
Screens in order: Bim-Bcl-2	Bcl-B Bim block	GSH bead fluor	Bcl-W Bim block	ABCG2 inh	RGS4-Gao reg	ABCB1 inh	Avidin fluor	Bcl-XL Bim block	RGS7-Gao	Bim-Bfl-1
Cc1cccc(C(=O)NC2CCCc3ccccc32)c1 (stereo unspecified)
  -4	-2	18	-2	1	98	0.6	9	-2	98	-7
COCCCNC(=O)C1CCN(C(=O)Nc2ccc(Cl)cc2)CC1
  -11	-14	34	-5	20	97	0.7	11	-12	98	-22
COc1ccc(NC(=O)c2ccccc2Sc2ccc(NC(C)=O)nc2)cc1
  0	0	15	-1	4	99	1.0	14	0	100	0
COC(=O)NNC(=S)Nc1cc(OC)ccc1OC
  -7	-14	32	-1	-5	104	-0.2	11	-8	104	-7
Cc1cccc(-n2ncc3c(NCc4ccccn4)ncnc32)c1
  0	4	23	0	41	106	-0.1	19	3	112	4
COc1cc([N+](=O)[O-])ccc1NC(=O)Cc1ccccc1
  3	1	9	1	24	108	0.3	12	2	106	1
O=c1c2ccccc2c(-c2ccc(F)cc2)nn1-c1ccc(C(F)(F)F)cc1
  -2	-2	16	-1	14	101	1.4	7	-1	98	0
CCOc1ccc(-c2c(C#N)c(N)nc3c2c(=O)n(C)c(=O)n3C)cc1OC
  -1	-7	15	-5	6	94	1.1	8	-5	95	0
CCN(CC(=O)Nc1cccc(Br)c1)Cc1nc2ccccc2c(=O)[nH]1
  -3	-4	12	-6	7	102	1.6	6	-6	101	-7
CCN(CC)S(=O)(=O)c1ccc(C(=O)Nc2ccc3c(c2)OCCO3)cc1
  -11	-10	36	0	4	103	0.9	16	-1	103	-10
C=CCNC(=O)NC(=O)COC(=O)c1cccnc1SC
  -7	-2	35	1	1	101	0.0	7	-1	102	-11
CN(C)C(=O)Nc1cnc2ccccc2c1
  -11	-9	24	0	22	98	0.3	19	-5	97	-16
O=C(COc1ccc(F)cc1Br)N1CCN(S(=O)(=O)/C=C/c2ccccc2)CC1
  -4	-5	20	-5	8	98	2.6	13	0	100	-5
COc1cccc(/C=N/NC(=O)c2cccc([N+](=O)[O-])c2)c1OS(=O)(=O)c1ccccc1
  1	0	22	1	9	99	1.4	11	1	101	-1
O=[N+]([O-])c1ccc(N/N=C/c2sc(N3CCOCC3)nc2-c2ccccc2)c(S(=O)(=O)Nc2ccccc2Cl)c1
  -4	0	17	2	2	99	8.5	11	-2	109	0
O=C1N(O)C2(C=CCCC2)/C(=N\O)C12CCCCC2 (stereo unspecified)
  -1	-1	21	-2	0	95	-0.3	4	-1	96	0
Oc1ccccc1-c1cc(-c2cccc(F)c2)n[nH]1
  0	0	6	-1	3	99	0.0	16	0	102	-1
Cc1ccc(-c2nc(C)sc2CC(=O)OCC(=O)Nc2c(F)cccc2F)cc1
  -2	-9	11	0	1	102	-2.4	3	-6	103	-1
CN(C)CCCN(C(=O)/C=C/c1cccs1)c1nc2ccc(F)cc2s1
  0	-3	25	4	16	102	1.8	10	-2	97	0
Cn1cc(C(=O)NCC2COc3ccccc3O2)c(=O)c2cc(S(=O)(=O)N3CCCCC3)ccc21 (stereo unspecified)
  -11	-7	25	-1	0	100	0.1	41	-1	101	-17
Cc1ccc2ncc(NC(=O)c3ccc(F)cc3)c(=O)n2c1
  6	1	14	0	6	100	0.5	5	1	97	7
